IL1B NFkB inh = blocks IL-1B driven NFkB nuclear translocation in HUVEC cells; HUVEC IL-1B NFkB p65 nuclear translocation imaging; inhibition, % at 2 µM; hit rate 0.43% among 94,000; AID 796;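 active = inhibition above about 30% together with a positive call from visual inspection of the well image, limit read from the data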;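 note: nuclear over cytoplasmic p65 intensity ratio measured by imaging; 0% = IL-1B stimulated DMSO wells and 100% = unstimulated DMSO wells; values of inactives mirror those of a sister screen read the other way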
MRP reversal = MRP-mediated drug resistance reversal; H69AR cells + 2 uM doxorubicin, CellTiter-Glo, 72 h; hit rate 0.04% among 85,000; differential viability (reversal), % at 10 µM;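 active = viability drop by adding the cancer drug above about 55%, with treated viability meeting a 40% cutoff, limit read from the data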;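 note: viability without doxorubicin minus viability with 2 µM doxorubicin for each compound; larger differential means the compound sensitizes cells more to doxorubicin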
PLAP inhibitors HTS = inhibition of human placental alkaline phosphatase – biochemical, luminescence, HTS (AID 690); inhibition, % at 20 µM; hits with a dose series show IC50 in µM; hit rate 0.08% among 96,000; purified PLAP, luminescent substrate; higher % means a stronger effect; in the data active = a potency from the dose series; inactive = the rest, 99 in 100 with inhibition below about 30%; note: strong numbers were not always called active
Bcl-B TR3 displacers = displacers of TR3 peptide from Bcl-B, primary screen, selectivity assay for Bfl-1 inhibitor project, biochemical, fluorescence polarization; FP displacement of FITC-TR3 peptide from Bcl-B; higher % means a stronger effect; one-dose displacement, % at 20 µM; IC50 in µM for titrated hits; hit rate 0.11% among 96,000;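 active = displacement above 50% at 20 µM plus a fluorescence interference ratio under 1.5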;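 note: plate controls were wells without compound for no effect and wells lacking Bcl-B protein for full effect; a part of the inactive calls stands beside numbers as strong as those of hits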
IL1B NFkB pot = enhances IL-1B driven NFkB nuclear translocation. HUVEC IL-1B NFkB p65 nuclear translocation imaging. activation, % at 2 µM. hit rate 0.3% among 94,000;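 active = activation above 40%, about the mean plus 3 SD, also judged a hit on visual image review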;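 note: percent activation is computed from the nuclear over cytoplasmic p65 intensity ratio; values of inactives mirror those of a sister screen read the other way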
MRP reversal cytotoxicity = second read-out of MRP reversal, no call of its own (marks repeat the call); viability, %; H69AR cells, CellTiter-Glo, 72 h; measured here: cytotoxicity without doxorubicin
MRP reversal with doxorubicin = also measured in MRP reversal; calls as there; viability, %; measured here: viability with 2 uM doxorubicin; active compounds read low
IL1B NFkB inh cell count 2 µM = second read-out of IL1B NFkB inh, no call of its own (marks repeat the call); cell count; measured here: cells passing quality filter;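 raw number of nuclei counted in each imaged well without normalization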
IL1B NFkB pot cell count 2 µM = further read-out of IL1B NFkB pot, marked with its call; cell count; measured here: cells passing quality filter
* = called active by the depositor; / = not tested or not shown; & = joins results of further samples. This is a subset; count on the stated rates, not on these rows.

SMILES | IL1B NFkB inh | IL1B NFkB inh cell count 2 µM | MRP reversal | MRP reversal cytotoxicity | MRP reversal with doxorubicin | PLAP inhibitors HTS | Bcl-B TR3 displacers | IL1B NFkB pot | IL1B NFkB pot cell count 2 µM
NC(=O)c1ccccc1OCCOCCOCCOc1ccccc1C(N)=O | 3 | 155 | 12 | 90 | 78 | 16% | 1% | -3 | 155
Cc1ccc(C)c(-n2c(CNC(=O)c3ccco3)nnc2SCC(=O)Nc2nccs2)c1 | -13 | 152 | 2 | 74 | 72 | 0% | -10% | 13 | 152
COc1cccc(OCCOc2c(OC)cccc2OC)c1 | 3 | 163 | / | / | / | -26% | -16% | -3 | 163
COc1ccc(-c2cc3nc(C)cc(C)n3n2)cc1 | -1 | 159 | -3 | 83 | 86 | 17% | 9% | 1 | 159
CCOc1ccc(/C(O)=C2/C(=O)C(=O)N(c3nc(C)c(C)s3)C2c2ccco2)cc1 (stereo unspecified) | 46* | 85* | -11 | 71 | 82 | -34% | 13% | -46 | 85
O=C(NCC1(N2CCOCC2)CCCCC1)c1ccc(Cl)c(S(=O)(=O)NCc2ccco2)c1 | -11 | 127 | 2 | 86 | 84 | -77% | -1% | 11 | 127
CCOC(=O)C1=C(C)N(c2ccccc2)C(=O)C1 | 3 | 137 | 3 | 88 | 85 | / | / | -3 | 137
CCOC(=O)c1cc(-c2ccc(C)cc2)n(CCC(=O)NCCCOC)c1C | 7 | 135 | -2 | 90 | 92 | -52% | 8% | -7 | 135
c1cncc(-c2nc(-c3ccc4c(c3)OCO4)cs2)c1 | -29 | 151 | -2 | 67 | 69 | 14% | 4% | 29 | 151
O=C(c1cc(-c2ccccc2)on1)N1CCN(Cc2ccc3c(c2)OCO3)CC1 | 6 | 166 | 14 | 102 | 88 | -21% | -5% | -6 | 166
Nc1nc(CN2CCN(c3cccc(Cl)c3)CC2)nc(N2CCCc3ccccc32)n1 | 7 | 137 | 16 | 82 | 66 | -54% | 10% | -7 | 137
c1ccc2[nH]c(NCCN3CCOCC3)nc2c1 | 0 | 126 | 3 | 94 | 91 | 3% | -6% | 0 | 126

In another format: results already given
molecule,IL1B NFkB inh,IL1B NFkB inh cell count 2 µM,MRP reversal,MRP reversal cytotoxicity,MRP reversal with doxorubicin,PLAP inhibitors HTS,Bcl-B TR3 displacers,IL1B NFkB pot,IL1B NFkB pot cell count 2 µM
c1ccc2[nH]c(NCCN3CCOCC3)nc2c1,0,126,3,94,91,3%,-6%,0,126
c1cncc(-c2nc(-c3ccc4c(c3)OCO4)cs2)c1,-29,151,-2,67,69,14%,4%,29,151

(next part)
SMILES | IL1B NFkB inh | IL1B NFkB inh cell count 2 µM | MRP reversal | MRP reversal cytotoxicity | MRP reversal with doxorubicin | PLAP inhibitors HTS | Bcl-B TR3 displacers | IL1B NFkB pot | IL1B NFkB pot cell count 2 µM
CN(C(=O)CSc1nnc(N)s1)c1c(N)n(Cc2ccccc2)c(=O)[nH]c1=O | 27 | 177 | / | / | / | -10% | 5% | -27 | 177
Cc1ccccc1Oc1ccc(Oc2ccccc2C)nn1 | / | / | -13 | 96 | 108 | 10% | -12% | / | /
COC(=O)c1[nH]c2c(c1C)C(=O)CCC2 | / | / | -1 | 92 | 93 | -16% | 2% | / | /
CC1CCN(Cc2csc(N)n2)CC1 | -18 | 155 | / | / | / | -11% | 35% | 18 | 155
COC(=O)Cc1csc(N)n1 | -12&10 | 136&139 | -11&-5 | 95&91 | 105&96 | 19%&10% | 2%&-8% | 12&-10 | 136&139
CC(CCc1ccccc1)NC(=O)C1CCN(S(=O)(=O)c2cnc[nH]2)CC1 (stereo unspecified) | -2 | 94 | 6 | 102 | 96 | -52% | -18% | 2 | 94
Cc1noc(NS(=O)(=O)c2ccc(N3Cc4ccccc4C3=O)cc2)c1C | -9 | 173 | -10 | 96 | 107 | -8% | -4% | 9 | 173
Cc1ccc(N(Cc2ccccc2F)S(C)(=O)=O)cc1C | -4 | 40 | 15 | 107 | 92 | 3% | -1% | 4 | 40
O=C(COC(=O)c1ccco1)c1ccc2ccccc2c1 | 12 | 164 | 2 | 101 | 99 | 22% | -12% | -11 | 164
C=CCc1ccc(OCCOCCNCCCC)c(OC)c1 | 4 | 175 | 9 | 74 | 65 | -59% | 0% | -4 | 175
Cc1ccc(C(=O)NC2CCN(C(=O)NC3CCCCC3)CC2)cc1 | -9 | 103 | -1 | 105 | 106 | / | / | 9 | 103
O=S(=O)(CCc1nnc(-c2ccc(Br)cc2)o1)c1ccc(Cl)cc1 | -13 | 170 | 11 | 97 | 86 | -8% | 7% | 13 | 170
CCCCn1nc(C(=O)N2CCc3ccccc32)c2ccccc2c1=O | -4 | 155 | -2 | 72 | 74 | -20% | 3% | 4 | 155
N#Cc1c(N)nc(N2CCCC2)c(C#N)c1-c1ccc(Cl)cc1 | / | / | 3 | 85 | 82 | 10% | -8% | / | /
CCc1cc(=O)oc2c(C)c(OS(C)(=O)=O)ccc12 | -12 | 113 | / | / | / | / | / | 12 | 113
O=C(c1cccs1)c1cn(CC(=O)N2CCc3ccccc3C2)c2ccccc12 | 14 | 123 | 8 | 86 | 78 | 1% | 7% | -14 | 123
Cc1ccc2nc3c(cc(C(=O)NCCCn4ccnc4)n3C)c(=O)n2c1 | 3 | 94 | 6 | 84 | 79 | -83% | -1% | -3 | 94
CCOC(=O)c1cnn(-c2cc(Oc3ccccc3C)ncn2)c1N | 19 | 146 | / | / | / | 0% | 0% | -19 | 146
COc1ccc(-n2c(SCC(=O)NCc3ccco3)nc3c([nH]c4ccccc43)c2=O)cc1 | 2 | 163 | -4 | 51 | 55 | -7% | -3% | -2 | 163
CCOC(=O)NC(O)C(=O)c1cccs1 (stereo unspecified) | -7 | 105 | / | / | / | 1% | -13% | 7 | 105
CSC1=N/C(=C\c2ccc3c(c2)OCO3)C(=O)S1 | -6 | 79 | -9 | 79 | 88 | 4% | 70% | 6 | 79
CCC(=O)Nc1ccc2c(c1)nc1n2CCSC1 | -25 | 125 | / | / | / | -16% | 2% | 25 | 125
CC(=O)CC(C)(C)S(=O)(=O)c1ccc(Oc2ccc(S(=O)(=O)C(C)(C)CC(C)=O)cc2)cc1 | -3 | 111 | 26 | 101 | 75 | / | / | 3 | 111
CCOC(=O)c1cn(CC)c2cc(N3CCOCC3)c(F)cc2c1=O | -7 | 139 | 0 | 84 | 83 | / | / | 7 | 139
O=C(CSc1nnc2sc3ccccc3n12)c1ccco1 | 2 | 164 | 14 | 97 | 83 | -14% | 10% | -2 | 164
CCOc1ccccc1N1CCN(c2nc3ccccc3nc2C(C#N)C(=O)OC)CC1 (stereo unspecified) | 6 | 122 | / | / | / | -26% | -40% | -6 | 122
COc1cc(OC)c(N(C)C(=O)CCNC(=O)Cn2cnc3ccccc3c2=O)cc1Cl | / | / | 14 | 95 | 81 | -54% | -1% | / | /
Cc1cccc(NC(=O)C2CCCN(c3nc(C)cc(C)n3)C2)c1 (stereo unspecified) | / | / | 5 | 65 | 60 | 10% | -16% | / | /
CCOC(=O)Cc1csc(NC(=O)CCCN2C(=O)c3ccccc3C2=O)n1 | -6 | 172 | -1 | 86 | 87 | 11% | 8% | 6 | 172
Cc1ncc(S(=O)(=O)c2ccccc2)c(-c2ccccc2Cl)n1 | / | / | 10 | 97 | 87 | -38% | -4% | / | /
COc1cc(C(N)=O)ccc1OCc1ccccc1 | -7 | 71 | 9 | 98 | 89 | 3% | -7% | 7 | 71
CCOC(=O)c1cnc2c(OC)cccc2c1N1CCN(c2ccc(OC)cc2)CC1 | -14 | 157 | 11 | 67 | 56 | -41% | 7% | 14 | 157
O=C(O)c1ccc2c(=O)[nH]c(CN3CCOCC3)nc2c1 | 2 | 200 | / | / | / | 2% | 2% | -2 | 200
CCC(C)c1ccc2oc(-c3ccc(NC(=O)Cn4cnc5c(=O)n(C)c(=O)n(C)c54)cc3)nc2c1 (stereo unspecified) | -13 | 130 | 0 | 25 | 24 | -50% | -41% | 13 | 130
COC(=O)CCC(=O)c1oc2ccc(OC)cc2c1N | 3 | 189 | 3 | 92 | 89 | 10% | -3% | -3 | 189
Cn1c(Cn2nnc3ccccc32)nnc1SCC(=O)c1ccccc1F | -14 | 145 | -11 | 79 | 90 | -10% | 7% | 14 | 145
CCOC(=O)N1CCN(C(=O)Nc2cccc(Cl)c2)CC1 | -2 | 139 | 15 | 103 | 88 | 5% | -1% | -8 | 47
CC(C)(C)N1CC(COc2ccccc2)OC1=O (stereo unspecified) | 6 | 135 | 4 | 95 | 91 | 6% | -2% | -6 | 135
COc1ccc(CNC(=O)C2CC(c3cccc([N+](=O)[O-])c3)=NO2)cc1 (stereo unspecified) | -10 | 153 | / | / | / | 28% | 0% | 10 | 153
Nc1nonc1-c1noc(-c2ccccc2)n1 | 2 | 151 | / | / | / | / | / | -2 | 151
COC(=O)C1(CCSC)NC(c2ccco2)C2C(=O)N(C)C(=O)C21 (stereo unspecified) | 5 | 167 | / | / | / | -16% | -2% | -5 | 167
COc1cccc(Sc2cc(N3CCOCC3)nc(-c3ccccc3)n2)c1 | -16 | 168 | / | / | / | 3% | 0% | 16 | 168
CCOCCCn1c(=S)[nH]c2ncccc2c1=O | -26 | 101 | / | / | / | -5% | -1% | 26 | 101

Compounds above that contain a furan ring, fused or not, in the order listed:
SMILES | IL1B NFkB inh | IL1B NFkB inh cell count 2 µM | MRP reversal | MRP reversal cytotoxicity | MRP reversal with doxorubicin | PLAP inhibitors HTS | Bcl-B TR3 displacers | IL1B NFkB pot | IL1B NFkB pot cell count 2 µM
Cc1ccc(C)c(-n2c(CNC(=O)c3ccco3)nnc2SCC(=O)Nc2nccs2)c1 | -13 | 152 | 2 | 74 | 72 | 0% | -10% | 13 | 152
CCOc1ccc(/C(O)=C2/C(=O)C(=O)N(c3nc(C)c(C)s3)C2c2ccco2)cc1 (stereo unspecified) | 46* | 85* | -11 | 71 | 82 | -34% | 13% | -46 | 85
O=C(NCC1(N2CCOCC2)CCCCC1)c1ccc(Cl)c(S(=O)(=O)NCc2ccco2)c1 | -11 | 127 | 2 | 86 | 84 | -77% | -1% | 11 | 127
O=C(COC(=O)c1ccco1)c1ccc2ccccc2c1 | 12 | 164 | 2 | 101 | 99 | 22% | -12% | -11 | 164
COc1ccc(-n2c(SCC(=O)NCc3ccco3)nc3c([nH]c4ccccc43)c2=O)cc1 | 2 | 163 | -4 | 51 | 55 | -7% | -3% | -2 | 163
O=C(CSc1nnc2sc3ccccc3n12)c1ccco1 | 2 | 164 | 14 | 97 | 83 | -14% | 10% | -2 | 164
COC(=O)CCC(=O)c1oc2ccc(OC)cc2c1N | 3 | 189 | 3 | 92 | 89 | 10% | -3% | -3 | 189
COC(=O)C1(CCSC)NC(c2ccco2)C2C(=O)N(C)C(=O)C21 (stereo unspecified) | 5 | 167 | / | / | / | -16% | -2% | -5 | 167

Screening results deposited in PubChem BioAssay by several laboratories.
